Assay outcomes deposited in PubChem by Sanford-Burnham Center for Chemical Genomics.
NR3A LBD binder: modulators (binders) of human NR3A ligand-binding domain. NR3A LBD differential scanning fluorimetry, Tm shift; 0% = protein alone, 100% = glycine-bound protein. Tm shift relative to glycine control, % at 25 µM. 340,000 tested, 2.5% active. AID 1259313;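 active = melting temperature shift of at least 10% of the positive control shift, at one fixed dose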
SENP8 inh: inhibitors of human SENP8 protease; inhibition, % at 20 µM; AID 602440; recombinant SENP8, Nedd8 substrate fluorescence; 360,000 tested, 0.64% active; Q96LD8; in the data active = inhibition mostly above about 40%, no sharp cut-off; inactive = mostly below about 27%
Target sequence (Q96LD8 whole entry, looked up): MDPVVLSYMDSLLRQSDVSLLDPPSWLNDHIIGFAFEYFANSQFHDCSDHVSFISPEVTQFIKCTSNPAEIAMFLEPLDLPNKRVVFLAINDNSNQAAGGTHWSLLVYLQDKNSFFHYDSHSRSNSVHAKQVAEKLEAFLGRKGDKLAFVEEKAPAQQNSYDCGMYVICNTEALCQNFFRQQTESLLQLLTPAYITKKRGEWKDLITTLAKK
PfGluPho inh: PfG6PD (Plasmodium falciparum) enzyme inhibition. 350,000 tested, 0.78% active. PfGluPho enzyme, NADPH resazurin-diaphorase fluorescence. AID 504690. inhibition, % at 20 µM;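 active = inhibition reaching at least a set limit at 20 µM in the primary screen, cut at about 59% in these data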;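 also: 0% = DMSO wells with substrate and 100% = DMSO wells lacking glucose-6-phosphate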
ATG4B inhibitor: ATG4B (human) cysteine protease inhibition. Q9Y4P1. ATG4B cleavage of LC3-PLA2, NBD-HPC fluorescence, 1 h. inhibition, % at 8.33 µM. 340,000 tested, 0.51% active; in the data active = inhibition above about 40%
Target sequence (Q9Y4P1 whole entry, looked up): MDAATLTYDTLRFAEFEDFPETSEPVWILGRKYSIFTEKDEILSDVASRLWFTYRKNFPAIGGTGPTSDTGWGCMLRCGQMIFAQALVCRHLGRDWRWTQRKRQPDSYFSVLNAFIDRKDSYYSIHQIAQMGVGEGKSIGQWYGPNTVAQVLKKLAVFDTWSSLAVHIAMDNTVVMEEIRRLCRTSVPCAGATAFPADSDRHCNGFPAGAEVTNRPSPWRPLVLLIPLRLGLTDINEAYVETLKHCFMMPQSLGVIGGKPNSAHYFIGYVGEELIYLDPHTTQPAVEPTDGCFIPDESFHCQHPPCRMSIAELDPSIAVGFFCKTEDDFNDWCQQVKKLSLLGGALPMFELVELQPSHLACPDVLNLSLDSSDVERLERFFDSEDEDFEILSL
SENP1 inh: inhibitors of human SENP1 SUMO protease catalytic domain; Q9P0U3; recombinant SENP1 catalytic domain, CyPet-SUMO1-YPet FRET cleavage; inhibition, % at 10 µM; 360,000 tested, 0.21% active;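 active = inhibition at least 30% at 10 µM, raw YFP signal under a set limit, fluorescence ratio 0.5 to 1.5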;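 also: 0% = enzyme with DMSO and 100% = no enzyme wells; some results filed as inactive read as strong as hits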
Target sequence (Q9P0U3 419-644 limits assumed): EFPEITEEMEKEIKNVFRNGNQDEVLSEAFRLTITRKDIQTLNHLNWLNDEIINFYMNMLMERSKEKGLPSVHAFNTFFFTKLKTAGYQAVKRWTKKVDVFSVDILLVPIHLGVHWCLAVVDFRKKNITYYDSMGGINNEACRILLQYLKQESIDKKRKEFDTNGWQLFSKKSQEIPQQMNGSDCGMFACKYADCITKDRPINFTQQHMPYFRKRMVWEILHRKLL
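System: Recombinant human SENP1 catalytic domain, His6-tagged | Incubation: Enzyme reaction for 50 min at room temperature, dark | Medium: Tris pH 8 with BME, BSA, NP40 and catalase | Also added: 25 nM SUMO1 FRET substrate | Compound: 10 µM single point, 0.5% DMSO | Measured by: FRET fluorescence in CFP and YFP emission channels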
SENP6 inh: blocks the human protease SENP6; Q9GZR1; Recombinant SENP6 catalytic domain, aminoluciferin luminescence; inhibition, % at 10 µM; 330,000 tested, 1.8% active; AID 2599;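 active = inhibition above about 50% at the single tested dose, limit read from the data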;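 also: plate controls were DMSO wells with enzyme for no effect and DMSO wells lacking enzyme for full effect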
MPTP inh: blocks calcium-induced mitochondrial swelling | 360,000 tested, 1.4% active | inhibition, % at 10 µM | AID 602449 | isolated mouse mitochondria, Ca2+ swelling absorbance, 30 min;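 active = inhibition of 50% or more, scaled per plate between neutral and stimulator controls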;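 also: 0% = DMSO wells given calcium and 100% = 1 mM EGTA wells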
hIAP activ: increases human intestinal alkaline phosphatase activity; P09923; purified human IAP, CDP-Star luminescence, 30 min; hits give high values; 1 = vehicle-only enzyme, 0 = enzyme-free background; activation factor at 10 µM; 330,000 tested, 0.16% active;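 active = activation factor of the enzyme at least 2-fold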; also: the source names both 10 and 20 µM as test concentration; values of inactives mirror those of a sister screen read the other way
An asterisk follows results filed as active; . = no result given. No enrichment for hits. Share with any hit: about 6.7%.

#1 O=C(Nc1cccc(Cl)c1)C1CCCN(S(=O)(=O)c2ccc(F)cc2)C1 (stereo not drawn)
#2 Cn1cc(CN2CCC(C(=O)Nc3ccc(Oc4ccccc4F)cc3)CC2)cn1
#3 O=C(O)CSc1nnnn1C1CCCCC1
#4 CC(=O)N1CCN(C(=O)COc2ccccc2C(=O)Nc2ccccc2)CC1
#5 O=C(O)c1ccccc1NC(=O)c1ccccc1Nc1ccccc1

Screen / compound no.	1	2	3	4	5
NR3A LBD binder	-9	1	-3	0	2
SENP8 inh	11	5	0	0	12
PfGluPho inh	21	-26	-10	3	-13
ATG4B inhibitor	-7	2	-5	-24	29
SENP1 inh	3	2	1	-1	0
SENP6 inh	0	-8	15	7	3
MPTP inh	-2.1	-0.9	-0.3	-2.6	2.4
hIAP activ	0.87	1.4	0.99	0.99	1.1

#6 O=C(Nc1ccc2c(c1)OCCO2)c1cc2sccc2n1Cc1ccccc1
#7 CC1=C(C(=O)N2CCOCC2)CC(CC(=O)NCCN2CCOCC2)C(=O)N1CCC1=CCCCC1 (stereo not drawn)
#8 CCn1c(O)c(/C=N/N=C2CCCC2)c2ccc(C3=NNC(=O)CC3)cc21
#9 CCCCN(N=Nc1nonc1OC)c1nonc1OC
#10 Cc1noc(C)c1C(=O)OC(C)C(=O)Nc1ccc([N+](=O)[O-])cc1C(F)(F)F (stereo not drawn)

Screen / compound no.	6	7	8	9	10
NR3A LBD binder	-9	.	-2	-1	.
SENP8 inh	-33	14	-63	20	16
PfGluPho inh	39	-24	7	-8	-19
ATG4B inhibitor	-8	.	0	2	.
SENP1 inh	-5	2	-33	-2	0
SENP6 inh	-6	.	10	6	.
MPTP inh	9.7	5.2	0.0	-3.2	0.8
hIAP activ	1.2	.	0.88	1.2	.

#11 CCCCOc1ccc(-c2cc(C(=O)NNC(=S)NCC)c3ccccc3n2)cc1
#12 CCCn1cnc2c(SCc3ccc(Cl)cc3)nc(N)nc21
#13 COc1cccc(-c2nnc(-c3ccco3)o2)c1
#14 CC(C)(C)C(=O)Nc1ccc(S(=O)(=O)NC2=NCCCCC2)cc1
#15 COc1ccccc1-c1cc(C(=O)NC(C)c2ccccc2)no1 (stereo not drawn)

Screen / compound no.	11	12	13	14	15
NR3A LBD binder	17*	0	-4	0	1
SENP8 inh	-269	2	-111	9	-8
PfGluPho inh	-18	38	-14	-11	4
ATG4B inhibitor	47*	-2	-2	8	11
SENP1 inh	3	1	-1	-2	3
SENP6 inh	101*	.	67*	-12	-20
MPTP inh	34	0.7	13	1.2	-2.7
hIAP activ	1.7	.	1.1	1	0.93

Filtered by structure: the entries above with a COOH group.
#3 O=C(O)CSc1nnnn1C1CCCCC1
#5 O=C(O)c1ccccc1NC(=O)c1ccccc1Nc1ccccc1

Screen / compound no.	3	5
NR3A LBD binder	-3	2
SENP8 inh	0	12
PfGluPho inh	-10	-13
ATG4B inhibitor	-5	29
SENP1 inh	1	0
SENP6 inh	15	3
MPTP inh	-0.3	2.4
hIAP activ	0.99	1.1

The list continues:
#16 COc1ccc(NC(=O)CN2CCN(S(=O)(=O)c3ccc(F)cc3)CC2)cc1Cl
#17 CCCNS(=O)(=O)c1ccc(CCC(=O)Nc2ccc3c(c2)OCO3)cc1
#18 COc1cccc(NC(=O)CN(C)C(=O)C2=COCCO2)c1
#19 Oc1ccc(-c2cn3cc(C(F)(F)F)ccc3n2)cc1
#20 CCn1cc(CN2CCCC(CO)(Cc3cccc(Cl)c3)C2)cn1 (stereo not drawn)

Screen / compound no.	16	17	18	19	20
NR3A LBD binder	-10	2	2	-13	-2
SENP8 inh	16	4	13	-326	20
PfGluPho inh	4	11	-23	52	-20
ATG4B inhibitor	-8	-21	5	-7	4
SENP1 inh	0	-1	0	2	2
SENP6 inh	-15	-5	-8	55*	8
MPTP inh	0.0	2.2	-0.3	0.3	2.6
hIAP activ	1	1	1	0.92	1.2

#21 CCOc1cc(N2CCOCC2)c(OCC)cc1NC(=O)Cn1nc(C)c([N+](=O)[O-])c1C
#22 Cc1ccc(/C=N/NC(=O)c2cccc(S(=O)(=O)Nc3cccc(Cl)c3)c2)o1
#23 Cc1sc(NC(=O)CN2CCOCC2)c(C#N)c1C
#24 CN=C1SC(CC(=O)Nc2cccc(Cl)c2Cl)C(=O)N1C (stereo not drawn)
#25 Cn1c(CNC(=O)c2ccccc2F)nnc1SCc1ccc(F)cc1

Screen / compound no.	21	22	23	24	25
NR3A LBD binder	.	7	-1	6	0
SENP8 inh	6	-206	21	4	7
PfGluPho inh	15	-11	3	2	-5
ATG4B inhibitor	1	-4	-3	-5	-4
SENP1 inh	1	1	0	0	-2
SENP6 inh	-16	13	-26	-2	-8
MPTP inh	-1.4	0.8	0.2	-0.8	2.0
hIAP activ	0.99	1.1	0.99	0.91	0.92

#26 Cc1ccc(N=CC2=C(O)CC(c3ccccc3Cl)CC2=O)cc1 (stereo not drawn)
#27 O=C(NN1C(=O)C2C3C=CC(C4CC34)C2C1=O)c1ccccc1Cl (stereo not drawn)
#28 CCn1cc(-c2cc(C(=O)O)c3ccccc3n2)c(C)n1
#29 COC(=O)c1ccc(=O)c2nc3/c(=C/O)c(O)cc(=O)c3[nH]c12
#30 Cc1sc2nc(CSc3ccccc3)nc(N3CCOCC3)c2c1C

Screen / compound no.	26	27	28	29	30
NR3A LBD binder	0	-1	1	-6	3
SENP8 inh	-75	14	-420	4	-8
PfGluPho inh	13	-17	1	38	-10
ATG4B inhibitor	-6	3	-2	9	34
SENP1 inh	2	0	-2	15	0
SENP6 inh	-7	3	-21	.	5
MPTP inh	-0.2	0.5	-0.1	4.6	-2.7
hIAP activ	1.4	1	1.1	.	0.93

#31 CC(=O)Oc1ccc(C(=O)Nc2ccc(C3(C#N)CCCC3)cc2)cc1
#32 O=C(CNCc1ccccc1)Nc1ccc(F)cc1
#33 CC(=O)c1cccc(NC(=O)CN2C(=O)c3cccnc3Oc3ccc(Cl)cc32)c1
#34 CCC1CCc2[nH]nc(C(=O)O)c2C1 (stereo not drawn)
#35 COc1cccc(N2CCN(CC(=O)c3c(C)[nH]c4ccccc34)CC2)c1

Screen / compound no.	31	32	33	34	35
NR3A LBD binder	-5	1	-1	2	2
SENP8 inh	5	29	-88	6	16
PfGluPho inh	-10	13	17	-12	1
ATG4B inhibitor	0	-6	-3	3	-7
SENP1 inh	0	3	-17	2	2
SENP6 inh	5	-12	-6	-2	-3
MPTP inh	0.7	2.4	-1.0	-0.3	14
hIAP activ	1.2	0.92	1.1	1	1

#36 C[C@H](NC(=O)c1nc[nH]c1C(=O)NCC(=O)OCc1ccccc1)C(=O)OCc1ccccc1
#37 Cc1ccc(S(=O)(=O)Cc2ccc(C(=O)N3CCN(Cc4ccccc4)CC3)o2)cc1
#38 Cc1ccc(-c2[nH]ncc2CN2CCN(C(=O)c3cccs3)CC2)cc1C
#39 O=C1NC(=O)C(c2ccccc2)(c2ccccc2)N1S(=O)(=O)c1ccccc1
#40 COc1cc2[nH]c(C(=O)NCc3ccccc3)cc2c(OC)c1OC

Screen / compound no.	36	37	38	39	40
NR3A LBD binder	-15	.	0	.	-2
SENP8 inh	14	4	-4	14	-250
PfGluPho inh	12	.	-29	-6	1
ATG4B inhibitor	-10	.	15	.	-1
SENP1 inh	3	-5	1	1	1
SENP6 inh	-6	-6	-15	.	20
MPTP inh	-0.6	-0.4	2.7	0.4	-0.5
hIAP activ	1.5	0.99	0.96	.	1.2

#41 C=CCNC(=O)c1cc(Cl)ccc1[N+](=O)[O-]
#42 CC(C)Cn1c2nc3ccccc3nc2c2c(=O)n(CCN3CCOCC3)cnc21
#43 Cn1ncc(N=Cc2ccccc2O)c1C(=O)Nc1ccccc1
#44 Cc1cc(O)cc(=O)n1Cc1ccccc1
#45 C#CCN(C[C@H]1[C@H](OC(=O)NCCCCCC)[C@H](OC(=O)NCCCCCC)C[C@@H](C(=O)OC)[C@H]1C(=O)OC)S(=O)(=O)c1ccc(C)cc1

Screen / compound no.	41	42	43	44	45
NR3A LBD binder	2	-4	-14	0	.
SENP8 inh	-26	-480	9	11	7
PfGluPho inh	-1	-4	-4	2	5
ATG4B inhibitor	33	6	-10	3	.
SENP1 inh	2	-115	37*	-1	0
SENP6 inh	-4	1	-8	-11	.
MPTP inh	0.9	-1.2	0.6	1.5	-0.4
hIAP activ	0.89	0.95	0.99	0.85	.

#46 CC1(C)NC(=O)N(CC(O)CN(c2cccc([N+](=O)[O-])c2)S(=O)(=O)c2ccccc2)C1=O (stereo not drawn)
#47 Cc1ccc(C2C(N)C(=O)N2c2ccc(C)cc2)cc1 (stereo not drawn)
#48 O=C(CNS(=O)(=O)c1cccc(Br)c1)NCCCc1ccccc1
#49 CCN(CC)c1ccc(S(=O)(=O)N2CCOCC2)cc1NC(=O)Cn1nc(C)c([N+](=O)[O-])c1C
#50 COc1ccccc1CCNC(=O)C(=O)Nc1cc2c3c(c1)C(C)C(=O)N3CCC2 (stereo not drawn)

Screen / compound no.	46	47	48	49	50
NR3A LBD binder	-1	0	-2	-2	0
SENP8 inh	8	6	6	7	-2
PfGluPho inh	-14	3	0	-8	11
ATG4B inhibitor	2	3	-6	4	-1
SENP1 inh	2	1	-2	1	-1
SENP6 inh	-2	-24	-8	-11	1
MPTP inh	-1.7	0.8	3.3	-0.1	-1.1
hIAP activ	1	1.2	1.1	0.95	0.84

#51 O=C(OCCOc1cccc(Cl)c1)c1ccc2ncsc2c1
#52 CCC(=O)N1CCc2cc(S(=O)(=O)CCC(=O)NCCc3ccc(OC)c(OC)c3)ccc21
#53 CCOC(=O)c1[nH]c2ccccc2c1NC(=O)NC(C)C
#54 COc1cc(S(=O)(=O)N(Cc2ccccc2)Cc2ccccn2)ccc1-n1cnnn1
#55 Cc1ccc(NC2(C(F)(F)F)N=C(c3ccccc3)NC2=O)nc1 (stereo not drawn)

Screen / compound no.	51	52	53	54	55
NR3A LBD binder	-6	2	-1	-1	-8
SENP8 inh	-6	12	-434	8	6
PfGluPho inh	17	-7	-6	-2	21
ATG4B inhibitor	4	-7	5	7	6
SENP1 inh	-1	-1	1	0	1
SENP6 inh	-22	-3	-10	-31	11
MPTP inh	0.3	-2.5	1.8	0.3	12
hIAP activ	0.89	1	0.95	1	0.87

A different layout for some results above.
51) O=C(OCCOc1cccc(Cl)c1)c1ccc2ncsc2c1
- NR3A LBD binder: -6
- SENP8 inh: -6
- PfGluPho inh: 17
- ATG4B inhibitor: 4
- SENP1 inh: -1
- SENP6 inh: -22
- MPTP inh: 0.3
- hIAP activ: 0.89
52) CCC(=O)N1CCc2cc(S(=O)(=O)CCC(=O)NCCc3ccc(OC)c(OC)c3)ccc21
- NR3A LBD binder: 2
- SENP8 inh: 12
- PfGluPho inh: -7
- ATG4B inhibitor: -7
- SENP1 inh: -1
- SENP6 inh: -3
- MPTP inh: -2.5
- hIAP activ: 1
53) CCOC(=O)c1[nH]c2ccccc2c1NC(=O)NC(C)C
- NR3A LBD binder: -1
- SENP8 inh: -434
- PfGluPho inh: -6
- ATG4B inhibitor: 5
- SENP1 inh: 1
- SENP6 inh: -10
- MPTP inh: 1.8
- hIAP activ: 0.95

Going on with the list:
#56 CCN(CC)S(=O)(=O)c1ccc(NC(=O)COc2cccc(-n3cnnn3)c2)cc1
#57 CC(C)c1ccc(-n2nnnc2SCC(=O)NC2CC2)cc1
#58 COc1ccc(-c2nc3c(-c4ccccc4)cnn3cc2C)cc1F
#59 CCc1cccc(NC(=O)CSc2nc(C)cs2)c1
#60 Cc1c(NC(=O)C2CC=CCC2C(=O)O)c(=O)n(-c2ccccc2)n1C (stereo not drawn)

Screen / compound no.	56	57	58	59	60
NR3A LBD binder	-5	-3	0	.	1
SENP8 inh	1	7	15	11	-70
PfGluPho inh	7	6	8	-20	-10
ATG4B inhibitor	-17	-10	0	.	-12
SENP1 inh	0	0	-18	2	-3
SENP6 inh	-8	-10	16	.	-5
MPTP inh	-1.7	-1.7	0.6	-2.6	-0.4
hIAP activ	1	0.88	0.98	.	1
